ALDH1A1 inh – ALDH1A1 (human) enzyme inhibition; P00352; Purified ALDH1A1, NADH fluorescence, propionaldehyde substrate; Potency, µM (titrated, usually from 75.3 µM), without a hit: at the highest dose activity, negative = inhibition, most hits filed as inhibitors; actives 7.3% (n = 220,000); active = well fitted inhibition curve with a large enough effect, not every such curve was filed as active; inconclusive = small, poorly fitted or top-dose-only effect, or another doubt; inactive = no such curve, though single readings can be large or run the other way;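 also: plate controls were no enzyme wells and a reference inhibitor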
Target sequence (P00352 whole entry, looked up): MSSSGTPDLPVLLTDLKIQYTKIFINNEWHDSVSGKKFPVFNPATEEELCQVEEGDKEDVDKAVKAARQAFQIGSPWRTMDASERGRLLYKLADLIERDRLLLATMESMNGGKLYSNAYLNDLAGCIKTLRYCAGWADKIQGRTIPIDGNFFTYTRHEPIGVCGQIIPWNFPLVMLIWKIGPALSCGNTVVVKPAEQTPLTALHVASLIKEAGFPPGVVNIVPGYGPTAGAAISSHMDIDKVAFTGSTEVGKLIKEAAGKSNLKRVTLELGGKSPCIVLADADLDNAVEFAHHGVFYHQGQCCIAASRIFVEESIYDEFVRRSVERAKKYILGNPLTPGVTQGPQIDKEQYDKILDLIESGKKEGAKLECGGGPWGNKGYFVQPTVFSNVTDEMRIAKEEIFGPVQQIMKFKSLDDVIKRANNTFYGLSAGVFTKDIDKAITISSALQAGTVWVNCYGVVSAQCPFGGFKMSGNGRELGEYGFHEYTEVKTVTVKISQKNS
HTT ATP protect – Huntington cell model cytoprotection by ATP luminescence; PC12 HTT-Q103 induced, cytoprotection, ATP luminescence, 40 h; Potency, µM (doses to about 56.4 µM), for the others: cytoprotection (ATP increase), actives largely listed as activators; actives 0.14% (n = 230,000); AID 1471;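 also: % of control where 0% means no effect; nearly all actives have a fitted effect of over 45% in size; toxic huntingtin expression switched on by the ecdysone agonist tebufenozide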
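ATP quantification (ATPlite) reports survival of PC12 cells in which tebufenozide, 100 nM final, switches on Htt exon 1 with 103 glutamines linked to GFP; compounds are titrated.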
Tau fluor cs – counter-screen for tau fibril formation inhibitors; actives 0.93% (n = 280,000); tau K18 P301L Alexa594 fluorescence, heparin fibrillization; Potency, µM (doses to about 57.7 µM), for inactives: top-dose activity change, negative = decrease; AID 1463; also: % is scaled to controls: 0 for no effect and ±100 for the full control effect; nearly all actives have a fitted effect of over 55% in size
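Human K18 P301L tau (15 uM unlabeled plus 0.24 uM Alexa 594-labeled, final) in 100 mM sodium acetate pH 7 was mixed with compound and 20 uM heparin and incubated 6 hr at 37 C.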
JMJD2E inh – inhibitors of human JMJD2E histone demethylase | Potency, µM (series often up to 57.1 µM), for inactives: at the highest dose activity change, negative = inhibition, actives largely listed as inhibitors | JMJD2E catalytic domain, FDH-coupled NADH fluorescence (FDH is formaldehyde dehydrogenase) | AID 2147 | B2RXH2 | actives 1.6% (n = 230,000); active = well fitted inhibition curve with a large enough effect, not every such curve was filed as active; inconclusive = small, poorly fitted or top-dose-only effect, or another doubt; inactive = no such curve, though single readings can be large or run the other way;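 also: 0% = wells with enzyme and -100% = buffer wells without enzyme; nearly all actives have a fitted effect of over 50% in size; many of its hits are not listed in these tables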
Target sequence (B2RXH2 1-337 limits assumed): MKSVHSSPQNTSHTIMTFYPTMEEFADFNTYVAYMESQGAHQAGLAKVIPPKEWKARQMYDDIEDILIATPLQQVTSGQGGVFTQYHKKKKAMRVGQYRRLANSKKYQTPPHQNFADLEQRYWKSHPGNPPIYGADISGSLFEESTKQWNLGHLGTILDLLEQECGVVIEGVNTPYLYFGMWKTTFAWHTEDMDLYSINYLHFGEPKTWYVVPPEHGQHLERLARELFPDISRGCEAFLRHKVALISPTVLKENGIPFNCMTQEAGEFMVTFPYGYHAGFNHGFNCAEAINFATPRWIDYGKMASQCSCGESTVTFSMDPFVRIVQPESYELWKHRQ
Tau ThT inhib – blocks human tau fibril formation measured by thioflavin T. actives 2.1% (n = 270,000). Potency, µM (doses to about 57.4 µM), without a hit: at the top dose activity, negative = inhibition, hits mostly inhibitors. recombinant tau K18 P301L (four-repeat tau fragment), heparin-induced fibrillization, ThT fluorescence. P10636; also: % is scaled to controls: 0 for no effect and ±100 for the full control effect; nearly all actives have a fitted effect of over 55% in size
Target sequence (P10636 561-689 P618L limits assumed): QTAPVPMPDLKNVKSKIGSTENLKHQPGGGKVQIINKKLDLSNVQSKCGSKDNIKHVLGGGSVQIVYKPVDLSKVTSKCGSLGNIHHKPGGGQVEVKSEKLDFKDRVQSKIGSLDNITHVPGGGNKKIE
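Tau K18 P301L fragment (15 uM unlabeled plus 0.24 uM Alexa 594-labeled) in 100 mM sodium acetate pH 7 with compound, fibrillization induced by 20 uM heparin for 6 hr at 37 C. Thioflavin T (30 uM) added, fluorescence read after 1 hr (ex 450, em 510 nm).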
HttQ103 aggreg – inhibitors of mutant huntingtin aggregate formation in PC12 cells; PC12 HttQ103-GFP aggregates, Acumen cytometry, 40 h; Potency, µM (series often up to 46.1 µM), for inactives: at the highest dose activity change, negative = inhibition, actives largely listed as inhibitors; actives 1.1% (n = 220,000); AID 1688; also: % is scaled to controls: 0 for no effect and ±100 for the full control effect; nearly all actives have a fitted effect of over 60% in size
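Using laser scanning cytometry, GFP-positive aggregates were counted after lysis of PC12 cells induced with 100 nM tebufenozide to express HTT exon 1 Q103–GFP. Compounds were tested in titration.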
SMN2 splice up – enhancers of SMN2 splice variant expression; Potency, µM (series often up to 46.1 µM), for inactives: at the highest dose activity change, positive = activation, most hits filed as activators; HEK293 SMN2-luciferase splicing reporter, luminescence, 30-36 h; actives 2.8% (n = 210,000); also: % of control where 0% means no effect; nearly all actives have a fitted effect of over 55% in size
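HEK293 cells carry an SMN2 […]–luciferase reporter in which exon 7 inclusion puts luciferase in frame. Cells were plated 10-12 h before compound addition, then incubated 30-36 h at 37C. ONE-Glo luminescence was read; sodium butyrate at 4.5 mM final served as control.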
Tau FP inhib – inhibitors of human tau fibril formation. P10636. K18 P301L tau heparin fibrillization, Alexa594 FP, 6 h. Potency, µM (series often up to 57.7 µM), for inactives: at the top dose activity, negative = inhibition, usual class: inhibitors. actives 0.39% (n = 280,000). AID 1468; also: % is scaled to controls: 0 for no effect and ±100 for the full control effect; nearly all actives have a fitted effect of over 55% in size
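Quantitative HTS format: compounds meet 15 uM recombinant K18 P301L tau and Alexa 594-tau tracer in 100 mM sodium acetate pH 7; 20 uM heparin triggers fibrillization at 37 C over 6 hr; FP gives the signal.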
Active calls of the source: *; u = inconclusive; x = no result given; & = joins results of further samples; [ ] = remark or other dose. Unless noted, calls follow the shape of the dose curve; as a rule, active = well fitted curve in the direction sought with a large enough effect; inconclusive = small, poorly fitted or top-dose-only effect, or another doubt; inactive = no such curve, though single readings can be large; an effect the other way counts as inactive or inconclusive. Potency is read from the fitted curve at half-maximal effect. The list is partial (hit frequency here may not be typical).

SMILES	ALDH1A1 inh	HTT ATP protect	Tau fluor cs	JMJD2E inh	Tau ThT inhib	HttQ103 aggreg	SMN2 splice up	Tau FP inhib
COc1ccc(N2C(=O)C(CC(=O)Nc3ccc(F)cc3)N(Cc3ccc4c(c3)OCO4)C2=O)cc1 (stereo unspecified)	x	x	-23.1%	x	0.5%	x	4.1%	-10.3%
CCn1c2ccccc2c2cc(NC(=O)c3ccc(C)c([N+](=O)[O-])c3)ccc21	1.9%	4.5%[10 µM]	u	13.1%	u	-13.1%	-23.8%	u
CC(=O)N(Cc1ccco1)c1nc(C(=O)Nc2ccc(Cl)cc2)c(C)s1	u	7.3%[1.9 µM]	-19.9%	-5.6%	-9.6%	-25.4%	4.4%	-0.4%
CCCCCC(=O)NC(=S)Nc1ccc(N2CCOCC2)cc1	u	-11.8%[0.074 µM]	-22.4%	-0.9%	u	14.0%	5.2%	u
O=C(c1ccco1)n1nc(-c2ccc(Cl)cc2)nc1NCc1ccc(F)cc1	x	x	-7.6%	x	-1.4%	x	3.2%	-9.9%
O=C(NCCCNCc1ccccc1)c1ccc(/C=N/O)nc1	0.0%	-4.6%[10 µM]	-2.8%	12.4%	0.5%	22.1%	-1.0%	2.5%
Cn1nc(C(C)(C)C)cc1C(=O)O	4.9%	17.3%[10 µM]	-0.1%	u	0.7%	11.5%[9.22 µM]	-4.0%	-8.0%
CCc1cccc2c(C(=O)COC(=O)c3ccccc3)c[nH]c12	-9.7%	-1.8%[10 µM]	-25.7%	-7.2%	-13.5%	0.0%	26.3%	u
NC(=O)c1sc2cc(C(F)(F)F)cnc2c1-c1cccs1	2.4%	11.6%	-6.7%	u	1.1%	-3.4%	-19.4%	-0.4%
COc1ccc(N=CC2=C(O)CC(C)(C)CC2=O)cc1	7.94µM*	-25.7%	0.5%	-5.6%	-12.2%	20.2%	-11.6%	-4.2%
Cc1ccc(N2/C(=N/c3nc(C)cc(C)n3)NC(=O)CC2C(=O)O)cc1 (stereo unspecified)	-12.0%	1.3%	-6.0%	1.2%	-15.4%	9.6%	-8.8%	-7.3%
O=c1c2[nH]c3ccccc3c2ncn1Cc1ccco1	u	-4.1%	-6.7%	u	-14.7%	0.5%	1.5%	0.6%
CC(=O)CC(=O)Nc1ccc2ccccc2c1	23.7%[13.5 µM]	-7.9%&8.6%[10 µM]	-1.1%	u	-8.9%	-14.1%[9.22 µM]	-7.9%[9.22 µM]	5.6%
COc1ccc(-n2c(SCC(=O)Nc3nccs3)nc3sc4c(c3c2=O)CCN(C)C4)cc1	-2.3%	-0.3%	-24.7%	u	u	0.0%	20.4%	u
COc1ccc(CCNC(=O)CCc2c(C)nc3c(c(C)nn3-c3ccc(C)c(C)c3)c2C)cc1OC	x	x	-23.0%	x	u	x	-12.8%	-0.4%
Cc1cc(NC(=O)/C=C/c2cccc(F)c2)n(-c2nc3ccccc3[nH]2)n1	4.2%	-8.4%[10 µM]	-29.8%	-4.7%	-3.0%	-11.6%	8.2%	u
O=C(CSc1nc2ccc(Nc3nc(N4CCCC4)nc(N4CCCC4)n3)cc2s1)NCc1ccco1	x	-28.0%[10 µM]	-26.2%	20µM*	x	-6.6%[9.22 µM]	x	6.6%
O=C(OCC#CCSc1nnc(-c2ccccc2)o1)c1ccco1	-1.7%	-50.5%[inhibitor][10 µM]	-2.6%	-2.1%	-15.2%	15.2%	7.9%	5.8%
Cc1cc(C)c([C@@H]2C[C@H]3CN(C4CCCC4)C(=O)[C@]34CCCN24)c(-n2cccn2)c1	x	13.8%[10 µM]	-7.8%	-5.7%	-11.2%	-20.2%[9.22 µM]	x	7.3%
O=C(CN1C(=O)c2cccc3cccc1c23)NCc1ccc2c(c1)OCO2	-6.0%	-11.0%[0.074 µM]	-9.0%	u	-16.8%	-12.9%	2.0%	-5.3%
CC[C@@H]1C(c2cccc(C)c2)=NN(c2ccc(Br)cc2)[C@H]1C(=O)N1CCOC1=O	u	x	8.91µM*[quencher]	x	u	x	x	-13.6%
C/C(=N/NC(=O)CNC(=O)COc1ccccc1)c1ccco1	0.5%	8.5%[10 µM]	3.0%	7.2%	1.6%	-15.8%	-2.4%	4.3%
CCOC(=O)C(Cc1ccccc1)NC(=O)Cn1nnc(-c2ccccc2)n1 (stereo unspecified)	1.2%	-12.1%	-12.4%	0.4%	-3.0%	12.1%	-15.8%	11.2%
C=CCn1c(CSCc2ccc(Cl)cc2)nnc1SCC(=O)NCc1ccccc1	2.8%	29.5%	-9.3%	-6.5%	-9.3%	18.0%	3.7%	-2.1%
CC1(OC(=O)c2ccc(Cl)nc2)C(=O)C=C2C=C(c3ccc(C#N)cc3)OC=C2C1=O (stereo unspecified)	u	-51.6%&25.6%[inhibitor]	u	-3.8%&-4.4%	25.1µM*	x	-9.3%&16.1%	u
CCOC(=O)c1ccc(NC(=O)c2nn(CC)cc2Br)cc1	-5.3%	-15.2%	-14.7%	-1.3%	u	-2.9%	u	-0.8%
CC1c2ccsc2CCN1S(=O)(=O)c1cccs1 (stereo unspecified)	x	23.6%[10 µM]	-6.3%	5.5%	-2.5%	4.6%[9.22 µM]	x	-6.0%
Cc1ccc(S(=O)(=O)CCSc2ccc(C(F)(F)F)cn2)cc1	u	15.3%[10 µM]	-3.1%	6.2%	1.3%	3.0%[9.22 µM]	x	-2.2%
Cc1cc(C)c2c(-n3cccc3)c(C(=O)NNS(=O)(=O)c3ccc(Br)cc3)sc2n1	0.0891µM*	-29.7%	-16.4%	4.5%	u	0.0%	7.4%	1.8%
O=C1CC(C(=O)Nc2nccs2)C(c2ccccc2)O1 (stereo unspecified)	-3.3%	-10.9%	-1.1%	1.5%	-1.2%	-5.2%	-9.3%	-4.3%
O=C(NCc1ccco1)c1ccc(=O)[nH]n1	1.6%	-16.5%	0.1%	2.9%	-4.1%	9.8%	-10.2%	-0.8%
CCOc1ccc(NC(=O)c2sc3nc4c(c(-c5ccccc5)c3c2N)C(=O)CC(C)(C)C4)cc1	x	x	-23.3%	x	u	x	1.2%	5.5%
CCCOc1ccccc1C1C(C(=O)Nc2ccccc2)=C(C)Nc2nnnn21 (stereo unspecified)	x	x	-22.8%	x	-8.9%	x	-19.4%	-2.1%
COCCNC(=S)N1CCc2cc(OC)c(OC)cc2C1c1cccs1 (stereo unspecified)	3.3%	-43.4%[inhibitor]	-15.1%	-4.2%	-4.9%	2.4%	6.0%	-4.8%
Cc1ccc2nc(C3CCN(CC(=O)Nc4ccc5c(c4)OCCO5)CC3)[nH]c2c1	22.4µM*	-22.3%	-11.2%	6.4%	-9.7%	1.2%	15.2%	-6.9%
COc1ccc(CNc2nc3ccccc3n2C)c(OC)c1	8.3%	-10.6%[10 µM]	3.2%	8.8%	8.0%	10.0%[9.22 µM]	x	2.3%
CCS(=O)(=O)CCSc1nc2ccccc2o1	3.8%	-3.5%	-4.1%	2.0%	-7.3%	0.2%	16.2%	-5.2%
CCS(=O)(=O)c1nc(S(=O)(=O)c2ccc(Cl)cc2)c(NCc2ccc(Cl)cc2)s1	x	x	-15.6%	x	10.3%	x	-8.2%	-6.0%
COC(=O)c1cn(NC(=O)Cc2cccc(C(F)(F)F)c2)c(=O)c2ccccc12	2.2%	-17.9%	6.1%	u	12.2%	7.0%	11.5%	6.8%
CCOc1ccc(C2=Nn3c(nnc3-c3ccccc3)SC2)cc1Cl	-0.1%	-8.8%	-1.5%	-1.7%	-0.7%	12.6%	26.2%	-3.5%
CC(=O)Nc1ccc(OCC(O)Cn2nc(C)nc2C)cc1 (stereo unspecified)	-9.1%	-7.3%[10 µM]	1.5%	4.3%	-5.2%	-14.8%	15.9%	-2.4%
COCCn1c(-c2ccc(OC)cc2)nc2ccccc21	u	-11.9%	-8.7%	u	-12.0%	3.1%	3.6%	-5.9%
O=C(Nc1ccccc1F)Nc1ccccc1F	-4.4%	-18.9%	-3.6%	3.5%	0.6%	-9.8%	12.6µM*	-2.4%
COC(=O)c1sc2nc(SCC(=O)N(C)c3ccccc3)n(N)c(=O)c2c1C	u	-9.9%	-4.0%	u	-15.1%	-8.8%	x	-4.0%
CCSc1nnc(NC(=O)CSc2c(Cl)cccc2Cl)s1	u	-5.0%	-23.3%	1.5%	-9.4%	0.5%	-0.6%	-11.4%
O=C(NNC(=O)c1cc(C(F)(F)F)cc(C(F)(F)F)c1)c1ccc(Cl)cc1	-7.8%	11.0%[10 µM]	-3.6%	-2.8%	-1.8%	-8.2%[9.22 µM]	x	-10.6%
COc1ccc(-c2n[nH]c(C)c2-c2ccc(OC)c(OC)c2)c(O)c1	11.2%	-31.1%	u	u	-11.5%	-31.2%	15.0%	6.7%
CN(C)CCCN=C(NO)c1ccc(Cl)cc1Cl	x	-9.3%[10 µM]	4.6%	-0.8%	x	-5.0%[9.22 µM]	x	-4.4%
Cc1ccc(SCC(=O)NC2CCS(=O)(=O)C2)cc1 (stereo unspecified)	2.4%	2.5%	2.9%	4.4%	-3.8%	11.9%	5.2%	1.4%
COc1ccc(/C=C/C(=O)OCC(=O)Nc2ccc(Cl)cc2F)cc1S(=O)(=O)N1CCOCC1	4.2%	15.5%[10 µM]	-10.1%	-5.1%	2.3%	-0.9%	-11.6%	-7.9%
Remaining list, next part.
SMILES	ALDH1A1 inh	HTT ATP protect	Tau fluor cs	JMJD2E inh	Tau ThT inhib	HttQ103 aggreg	SMN2 splice up	Tau FP inhib
Cc1ccccc1Nc1c(-c2ccccc2O)nc2sccn12	x	x	12.6µM*[quencher]	x	-12.5%	x	-9.0%	u
Cc1noc2ncnc(Oc3ccc(C(C)(C)C)cc3)c12	u	17.2%	5.8%	-4.6%	7.6%	23.5%[9.22 µM]	5.6%	2.8%
O=C(N/N=C/c1ccc[nH]1)c1ccccc1OCc1ccc(F)cc1	x	1.4%[10 µM]	12.7%	-2.1%	10.7%	-8.6%[9.22 µM]	x	1.5%
O=C(NC1CCCCC1)c1cc2nc(-c3ccco3)cc(C(F)(F)F)n2n1	u	-12.8%[10 µM]	-12.0%	u	u	-7.0%	-8.1%	-8.1%
Cn1c(C(=O)NCc2cccnc2)cc2sccc21	7.9%	10.9%	7.0%	0.0%	1.5%	2.3%	-11.6%	2.8%

Compound activity (PubChem)
